# Assay outcomes: PubChem BioAssay, National Center for Advancing Translational Sciences (NCATS)
# EPAC2 antag = qHTS for Antagonist of cAMP-regulated guanine nucleotide exchange factor 2 (EPAC2): primary screen. 0.18% of 360,000 active. Potency, µM (doses to about 114 µM), for inactives: at the highest dose activity, negative = inhibition, actives largely listed as inhibitors. Rap guanine nucleotide exchange factor 4 (Homo sapiens), Q8WZA2. AID 720708, 2013. EPAC2 GEF exchange of Rap1B-BODIPY-GDP, fluorescence; note: potency is the fitted concentration of half-maximal effect; % is set by controls: 0 for no effect and ±100 for the full control effect; nearly all actives have a fitted effect of over 45% in size; many of its hits are not listed in these tables
# Target sequence (Q8WZA2 whole entry, looked up): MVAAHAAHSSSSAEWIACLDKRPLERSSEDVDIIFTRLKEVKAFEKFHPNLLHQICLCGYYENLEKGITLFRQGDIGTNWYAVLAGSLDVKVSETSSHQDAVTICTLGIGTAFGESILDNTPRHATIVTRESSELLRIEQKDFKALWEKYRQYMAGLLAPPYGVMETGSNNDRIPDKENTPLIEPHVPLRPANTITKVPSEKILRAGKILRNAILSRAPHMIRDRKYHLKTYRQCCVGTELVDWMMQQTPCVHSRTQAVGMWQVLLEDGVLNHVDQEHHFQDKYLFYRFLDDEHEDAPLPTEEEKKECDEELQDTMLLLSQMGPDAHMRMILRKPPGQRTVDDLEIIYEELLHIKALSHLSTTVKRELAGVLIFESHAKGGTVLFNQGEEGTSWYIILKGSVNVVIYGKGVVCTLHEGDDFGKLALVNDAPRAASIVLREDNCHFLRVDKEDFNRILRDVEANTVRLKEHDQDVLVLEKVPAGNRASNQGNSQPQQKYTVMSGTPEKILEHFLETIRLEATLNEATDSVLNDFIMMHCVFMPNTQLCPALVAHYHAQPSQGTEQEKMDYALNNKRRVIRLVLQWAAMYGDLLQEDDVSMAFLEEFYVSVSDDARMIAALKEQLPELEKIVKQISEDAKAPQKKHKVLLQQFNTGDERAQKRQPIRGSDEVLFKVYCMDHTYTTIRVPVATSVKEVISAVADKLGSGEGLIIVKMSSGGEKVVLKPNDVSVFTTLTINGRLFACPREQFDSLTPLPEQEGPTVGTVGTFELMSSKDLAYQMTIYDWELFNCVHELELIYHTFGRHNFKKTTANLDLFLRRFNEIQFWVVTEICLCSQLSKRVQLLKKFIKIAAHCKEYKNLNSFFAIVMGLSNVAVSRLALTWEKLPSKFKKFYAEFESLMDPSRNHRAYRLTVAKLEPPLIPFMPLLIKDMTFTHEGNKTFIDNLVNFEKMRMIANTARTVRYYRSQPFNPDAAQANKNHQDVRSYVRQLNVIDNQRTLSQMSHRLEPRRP
# DRD3 agonist = qHTS of D3 Dopamine Receptor Agonist: qHTS; D3R DiscoveRx beta-arrestin cells, luminescence, 90 min; max activation, %; 0.58% of 410,000 active; in the data active = max activation above about 30%; note: 0% is about no effect; mostly tested at two doses, the higher about 12 µM
#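 Cells at 1500/well, incubated overnight, then treated with pinned compounds (dopamine as control) for 90 min at 37 degrees C. DiscoveRx reagent added for 30 - 60 minutes at room temperature; luminescence read.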
# DRD3 antagonist = qHTS of D3 Dopamine Receptor Antagonist: qHTS | D(3) dopamine receptor (Homo sapiens), P35462 | D3R cells, DiscoveRx beta-arrestin luminescence, antagonist mode; active compounds read low | max response, negative = inhibition, % | 2.5% of 360,000 active; in the data active = max response below about -50%; inconclusive = no clear call, values can overlap the other calls; note: % is set by controls: 0 for no effect and ±100 for the full control effect; mostly tested at two doses, the higher about 12 µM
#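 Cells plated overnight at 1500 cells/well, then exposed to library compounds with dopamine controls for 90 minutes at 37 degrees C. DiscoveRx reagent added for 30–60 minutes at room temperature; luminescence read, quantitative HTS format.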
# Akt phos inh = HTS Assay for Inhibitors of Akt Phophorylation: Primary Screen; 0.32% of 360,000 active; activity change, % for hits at 50 µM; Neuro2A IGF-stimulated pAkt S473 HTRF, 20 min; active compounds read low; AID 651550, 2012; in the data active = activity change below about -80%; inconclusive = mostly about -51% to -80%; note: % is set by controls: 0 for no effect and ±100 for the full control effect
#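 Neuro2A cells in DMEM with 0.5% FBS, overnight at 37 deg C, given compound at single 50 µM final, then IGF (6 nM final) for 20 min at 37 deg C. Lysed; phospho-Akt Ser473 by HTRF after 24 h, 665/615 ratio.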
# PTHR1 agonist = qHTS for PTHR1 Agonists: Primary Screen; 0.075% of 410,000 active; Parathyroid hormone/parathyroid hormone-related peptide receptor (Homo sapiens), Q03431; Potency, µM (doses to about 115 µM), for the others: at the top dose activation, actives largely listed as activators; HEK293 GP2 PTHR1 cells, GloSensor cAMP luminescence, 1 h; note: potency is the fitted concentration of half-maximal effect; nearly all actives have a fitted effect of over 55% in size; some results filed as inactive show a strong effect at the top dose; inactives centre near -15; many of its hits are not listed in these tables
#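 HEK-293-derived GP2 cells expressing PTHR1 and a GloSensor cAMP reporter, 3,000/well, plated overnight, given luciferin plus IBMX (each 0.5 mM as added) for 1 h at 37 °C, then compound for 1 h at 37 °C. Luminescence was read after 15 min at room temperature.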
# EPAC2 ag = qHTS for Agonist of cAMP-regulated guanine nucleotide exchange factor 4 (EPAC2): primary screen; Rap guanine nucleotide exchange factor 4 (Homo sapiens), Q8WZA2; EPAC2 activation, biochemical qHTS; response scale: 100% = 6.5 mM cAMP response; Potency, µM (doses to about 154 µM), inactives show top-dose activation, actives largely listed as activators; 0.079% of 360,000 active; AID 720711, 2013; note: potency is the fitted concentration of half-maximal effect; nearly all actives have a fitted effect of over 50% in size
#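 Readout is BODIPY fluorescence (480 nm excitation, 540 nm emission), which falls as labeled GDP is exchanged off Rap1B. EPAC2 at 100 nM acted on 250 nM RAP1B-BODIPY-GDP with 50 uM GDP present.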
# CCT chaperon mod = High-Throughput Screening for Modulators of Cytosolic Chaperonin Activity; activity change, % (no concentration beside the values), hits read low; AID 651819, 2012; purified chaperonin ATPase assay, HTRF ADP detection, 30 min; 0.3% of 360,000 active; in the data active = activity change below about -30%; note: % is set by controls: 0 for no effect and ±100 for the full control effect
#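 TRiC (40 or 20 nM final, by batch activity) in 30 mM Tris pH 7.4, 100 mM KCl, 5 mM MgCl2, 1 mM DTT was treated with compound at 76 uM single dose, then 10 uM ATP, 30 min at 37 °C. ADP was read by HTRF Transcreener.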
# Mm-Cpn inhibitor = Inhibitors of TCP-1 ring complex (TRiC) of Methanococcus maripaludis (MmCpn): qHTS. purified Mm-Cpn ATPase, ADP Transcreener TR-FRET. Potency, µM (series often up to 76.9 µM), inactives show at the top dose activity, negative = inhibition, usual class: inhibitors. 0.031% of 330,000 active. AID 504842, 2011; note: potency is the fitted concentration of half-maximal effect; % is set by controls: 0 for no effect and ±100 for the full control effect; nearly all actives have a fitted effect of over 80% in size
#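 Reaction buffer contained 30 mM Tris pH 7.4, 100 mM KCl, 5 mM MgCl2 and 1 mM DTT. Mm-CPN (25 nM final) hydrolysed 10 uM ATP over 30 min at 37°C; ADP was read by HTRF.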
# Starred values were filed as active, the others as inactive; i = inactive; ? = inconclusive; / = no result given; [ ] = another dose, or the depositor's remark. Unless noted, calls come from the whole dose curve; as a rule, active = well fitted curve in the direction sought with a large enough effect; inconclusive = small, poorly fitted or top-dose-only effect, or another doubt; inactive = no such curve, though single readings can be large; an effect the other way counts as inactive or inconclusive.
nr | SMILES | EPAC2 antag | DRD3 agonist | DRD3 antagonist | Akt phos inh | PTHR1 agonist | EPAC2 ag | CCT chaperon mod | Mm-Cpn inhibitor
1 | O=C1C(c2ccc(F)cc2)N(Cc2ccc3c(c2)OCO3)C(=O)CN1C1CCCC1 (stereo not given) | 8% | 2 | 11 | i | i | 4% | 1.1 | -4%
2 | Cc1ccc(-c2c(C(=O)O)c(C(=O)O)c3n2CSC3)cc1 | -3% | 14 | 29 | i | i | 3% | 1.2 | 3%
3 | CC(C)(C)C(=O)Nc1ccc(C(=O)Nc2cc(NC(=O)c3ccc(NC(=O)C(C)(C)C)cc3)cc(C(=O)O)c2)cc1 | -1% | -1 | 0 | i | i | 7% | 1.2 | 0%
4 | COc1ccc(C(=O)NCCNc2ccccc2[N+](=O)[O-])cc1 | -12% | -8 | -19 | i | -72%[inhibitor] | -1% | -1.6 | 3%
5 | Cc1cc(C)cc(-n2ncc3c2CCCC3NC(=O)c2cc(C)n(C)n2)c1 (stereo not given) | 1% | 25 | 43 | i | i | 1% | 0.8 | 2%
6 | O=S(=O)(c1ccc(F)cc1)N1CCC2(CC1)OCCO2 | -8% | 5 | 4 | i | -13% | 6% | -0.2 | 0%
7 | Cc1ccc(-n2c3c(cc(C(=O)N4CCN(C)CC4)c2=O)C(=O)CC(C)(C)C3)cc1 | 5% | 5 | 16 | i | -8%[57.5 µM] | 4% | -1.4 | 0%
8 | O=C(c1cccc(S(=O)(=O)N2CCCC2)c1)N1CCN(S(=O)(=O)c2cccc(Cl)c2)CC1 | -5% | -2 | -4 | i | -18% | 14% | 0.7 | /
9 | CCOC(=O)CN(C(=O)CCC(=O)Nc1cc(C)on1)C(C(=O)NC1CCCC1)c1cccnc1 (stereo not given) | 10% | -6 | -4 | i | i | 1% | 2.2 | 0%
10 | Cc1cccc(N2CCN(C(=O)c3c(C)nn(Cc4ccccc4Cl)c3C)CC2)c1C | -22% | 11 | 31 | i | -27% | 9% | -5.0 | -5%
11 | Cc1ccc2cc(C#N)c(NCCNC(=O)C3CC3)nc2c1C | -5% | -3 | 20 | i | -8%[57.5 µM] | -3% | 0.5 | 2%
12 | COc1ccc(CNc2nc3nc(C)cc(C)n3n2)cc1 | 1% | 9 | -26 | i | -8%[57.5 µM] | -4% | 2.9 | 1%
13 | Cc1ccc(NS(=O)(=O)c2cccc(C(=O)Nc3cccnc3)c2)c(C)c1 | -1% | -1 | -5 | i | -35%[inhibitor] | 7% | -0.3 | 0%
14 | CC1(C)Cc2c(sc3c2c(=N)n(Cc2ccco2)c(=O)n3CC(=O)Nc2ccccc2)CO1 | -9% | -4 | 8 | i | i | 2% | -0.6 | -1%
15 | CC1CCN(CCC(=O)N/N=C/c2ccc([N+](=O)[O-])cc2)CC1 | -2% | -11 | -10 | i | -24% | -7% | -0.5 | 3%
16 | O=C(COC(=O)CSCC(=O)N1CCCCC1)NCc1ccc(F)cc1 | 1% | 3 | -1 | i | i | -5% | -0.5 | -1%
17 | CC(=O)N1CCN(C(=O)c2cc3ccccc3o2)CC1 | 3% | 6 | 0 | i | i | 11% | -1.9 | 1%
18 | COc1ccc(-c2nc(N)nc(C(F)(F)F)c2-c2csc(C)n2)c(O)c1 | 25% | -3 | 22 | i | -64%[inhibitor] | -6% | 2.3 | 0%
19 | CCN(CC)C(=S)Oc1c(Cl)cccc1Cl | ? | 4 | 23 | i | -22% | 9% | -2.0 | 2%
20 | COc1cccc(C(=O)NCCS(=O)(=O)N2CCN(C(=O)c3ccco3)CC2)c1 | -1% | -6 | 11 | i | i | 1% | -4.9 | -1%
21 | C=CCN(CC(=O)NCc1ccccc1)C(=O)c1csnn1 | -5% | 2 | -19 | i | -15% | 10% | -1.1 | 2%
22 | COc1ccc(N(C(=O)Cc2cccs2)C(C(=O)NC2CCCC2)c2ccncc2)cc1OC (stereo not given) | 8% | -32 | -10 | i | -2% | 15% | -0.2 | -6%
23 | Cc1ccc(OCc2cc(C(=O)N3CCN(C)C[C@@H]3c3ccccc3)no2)cc1C | -18% | 1 | 28 | i | i | 11% | 0.3 | 0%
24 | COc1ccc(CNS(=O)(=O)c2ccc(-c3cc(C)no3)cc2)cc1 | -2% | -11 | -21 | i | i | -3% | -0.8 | 2%
25 | COCCCNC(=O)c1cc2cc(Br)ccc2oc1=O | 2% | 4 | 10 | i | -3% | 9% | -1.8 | -1%
26 | Cc1ccc(S(=O)(=O)N/N=C\c2cn(-c3ccccc3)nc2-c2ccccc2)cc1 | -1% | 17 | 11 | i | i | 14% | 3.2 | -3%
27 | Cc1ccc(S(=O)(=O)NNC(=O)CCC(=O)Nc2ccc(C)cc2C)cc1 | 16% | 1 | 21 | i | i | 6% | -0.3 | 1%
28 | Cc1cccc(C(CC(=O)NCCc2ccccc2)c2ccccc2)c1O (stereo not given) | -28% | -3 | 8 | i | -22% | 5% | 0.3 | -3%
29 | O=C(CN1C(=O)NC2(CCCC2)C1=O)Nc1ccc(Cl)c(C(F)(F)F)c1 | 7% | 4 | 2 | i | i | 2% | 1.8 | ?
30 | O=c1c2ccccc2nc(/C=C/c2c[nH]c3ccccc23)n1CCO | -3% | 29 | 59 | i | -24% | 1% | -1.1 | -5%
31 | CN1N=C(/C=C/c2ccccc2)CCC1=O | 7% | 9 | 1 | i | i | 9% | 0.4 | 2%
32 | N#Cc1c(-c2ccccc2F)cc(C2CC2)nc1SCC(=O)c1cccs1 | 17% | -5 | 5 | i | -11% | -1% | 1.8 | ?
33 | O=C(NCCc1ccc(Cl)cc1Cl)c1cncc(Br)c1 | -3% | 1 | 11 | i | -31%[inhibitor] | 5% | -1.2 | 1%
34 | S=c1[nH]nc(C2CCCCC2)n1/N=C/c1cccc(Br)c1 | -10% | 13 | 4 | i | i | -6% | -4.3 | 2%
35 | CCOc1ccc(CN2CCN(Cc3ccc4cc(F)ccc4n3)CC2CCO)cc1 (stereo not given) | 20% | -10 | -27 | i | -45%[inhibitor] | 10% | -2.5 | 3%
36 | CN(C)C(=O)C(=O)c1c(-c2ccccc2)cc2ccccn12 | 1% | 2 | 13 | i | i | 0% | -1.0 | 0%
37 | CCOC(=O)C(NC(=O)c1ccccc1Cl)(Nc1ccc(C)c(C)c1)C(F)(F)F (stereo not given) | -3% | -1 | -7 | i | 0% | -2% | -1.3 | -1%
38 | O=C(CN(Cc1ccc(Br)cc1)S(=O)(=O)c1ccccc1)NCC1CCCO1 (stereo not given) | 3% | 6 | 14 | i | -5% | -2% | -1.5 | 2%
39 | CCOC(=O)c1c(NC(=O)C(=O)N/N=C/c2ccccc2O)sc2c1CCCCC2 | 8% | 3 | 11 | i | i | 0% | -1.6 | -15%
40 | Cc1oncc1C(=O)Nc1cccc2ccccc12 | 5% | -3 | 7 | i | -8% | 0% | -0.7 | -3%

# A different layout for some results above:
21: C=CCN(CC(=O)NCc1ccccc1)C(=O)c1csnn1
22: COc1ccc(N(C(=O)Cc2cccs2)C(C(=O)NC2CCCC2)c2ccncc2)cc1OC (stereo not given)
23: Cc1ccc(OCc2cc(C(=O)N3CCN(C)C[C@@H]3c3ccccc3)no2)cc1C
24: COc1ccc(CNS(=O)(=O)c2ccc(-c3cc(C)no3)cc2)cc1
25: COCCCNC(=O)c1cc2cc(Br)ccc2oc1=O
26: Cc1ccc(S(=O)(=O)N/N=C\c2cn(-c3ccccc3)nc2-c2ccccc2)cc1
27: Cc1ccc(S(=O)(=O)NNC(=O)CCC(=O)Nc2ccc(C)cc2C)cc1
28: Cc1cccc(C(CC(=O)NCCc2ccccc2)c2ccccc2)c1O (stereo not given)
29: O=C(CN1C(=O)NC2(CCCC2)C1=O)Nc1ccc(Cl)c(C(F)(F)F)c1
30: O=c1c2ccccc2nc(/C=C/c2c[nH]c3ccccc23)n1CCO
31: CN1N=C(/C=C/c2ccccc2)CCC1=O
Assay by compound	21	22	23	24	25	26	27	28	29	30	31
EPAC2 antag	-5%	8%	-18%	-2%	2%	-1%	16%	-28%	7%	-3%	7%
DRD3 agonist	2	-32	1	-11	4	17	1	-3	4	29	9
DRD3 antagonist	-19	-10	28	-21	10	11	21	8	2	59	1
Akt phos inh	i	i	i	i	i	i	i	i	i	i	i
PTHR1 agonist	-15%	-2%	i	i	-3%	i	i	-22%	i	-24%	i
EPAC2 ag	10%	15%	11%	-3%	9%	14%	6%	5%	2%	1%	9%
CCT chaperon mod	-1.1	-0.2	0.3	-0.8	-1.8	3.2	-0.3	0.3	1.8	-1.1	0.4
Mm-Cpn inhibitor	2%	-6%	0%	2%	-1%	-3%	1%	-3%	?	-5%	2%

# The list goes on:
nr | SMILES | EPAC2 antag | DRD3 agonist | DRD3 antagonist | Akt phos inh | PTHR1 agonist | EPAC2 ag | CCT chaperon mod | Mm-Cpn inhibitor
41 | CN(C(=O)c1cccc(NC(=O)Cc2ccc(NC(=O)C3CCN(C(=O)c4ccccc4)CC3)cc2)c1)C1CCC1 | -6% | -15 | 8 | i | -1% | 13% | 1.3 | /
42 | CC(C)(C)S(=O)N1Cc2cc(CO)ccc2[C@@H]1CCO (stereo not given in full) | 10% | 20 | 14 | i | -15% | 3% | 1.8 | /
43 | COc1ccc(/C=C/C(=O)NC(=S)N2CCN(C)CC2)cc1 | -15% | -3 | -7 | i | -6% | 10% | -0.8 | 0%
44 | O=C(CSc1nnc(-c2ccccc2)o1)N1CCOCC1 | 14% | 1 | 11 | i | -14% | 5% | -2.3 | 1%
45 | CCCc1cc(=O)[nH]c(SCC(=O)NC2CC2)n1 | 4% | 6 | 0 | i | 19% | 6% | 0.9 | -1%
46 | Cc1ccc(NC(=O)c2cc(Cl)ccc2[N+](=O)[O-])cc1C | -6% | 2 | -2 | i | -25% | 2% | -0.3 | 2%

# This is a subset (hit frequency here may not be typical).
